# Neddyl block: inhibitors of human cullin neddylation; P61081+Q13564; TR-FRET cullin neddylation, biochemical; calls only at 25 µM; 360,000 tested, 0.58% active; AID 651699; in the data active means inhibition above about 36%
# TbMetRS inhib: Trypanosoma brucei MetRS inhibition; purified T. brucei MetRS, ATP depletion, Kinase-Glo luminescence; inhibition, % at 11.9 µM; 360,000 tested, 0.4% active; AID 624268;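 active means inhibition above a per-plate cutoff of the control wells' mean inhibition plus 3 SD, cut at about 5.5% in these data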;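 further: 0% = DMSO wells median and 100% = median of wells with control inhibitor compound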
#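 Dosing: 11.9 µM single point; system: parasite MetRS enzyme; technique: luminescence of leftover ATP; times: 15 min enzyme-compound preincubation, 2 h reaction, 10 min detection, 25 °C; replicates: each compound tested once; read-out basis: percent inhibition relative to median high and low control wells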
# SKN-1 inh: C. elegans SKN-1 inhibition | AID 624304 | inhibition, % at 21.8 µM | C. elegans VP596 Pgst-4::GFP/RFP ratio, acrylamide-induced, 24 h | 360,000 tested, 0.49% active;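 active means interference check ratio from 0.5 to 1.5 plus GFP to RFP signal ratio inhibition reaching or exceeding a fixed threshold, cut at about 30% in these data, passing the limit was not always enough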; further: some compounds called inactive have numbers as strong as hits
# STEP inh: STEP (human) phosphatase inhibition | P54829 | recombinant STEP, OMFP fluorogenic substrate, fluorescence | inhibition, % at 20 µM | 360,000 tested, 0.25% active | AID 588621;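 active means inhibition at 20 µM, scaled per plate between control wells, above about 37%, limit read from the data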;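 further: 0% = DMSO with enzyme and substrate and 100% = substrate only without enzyme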
# Target sequence (P54829 whole entry, looked up): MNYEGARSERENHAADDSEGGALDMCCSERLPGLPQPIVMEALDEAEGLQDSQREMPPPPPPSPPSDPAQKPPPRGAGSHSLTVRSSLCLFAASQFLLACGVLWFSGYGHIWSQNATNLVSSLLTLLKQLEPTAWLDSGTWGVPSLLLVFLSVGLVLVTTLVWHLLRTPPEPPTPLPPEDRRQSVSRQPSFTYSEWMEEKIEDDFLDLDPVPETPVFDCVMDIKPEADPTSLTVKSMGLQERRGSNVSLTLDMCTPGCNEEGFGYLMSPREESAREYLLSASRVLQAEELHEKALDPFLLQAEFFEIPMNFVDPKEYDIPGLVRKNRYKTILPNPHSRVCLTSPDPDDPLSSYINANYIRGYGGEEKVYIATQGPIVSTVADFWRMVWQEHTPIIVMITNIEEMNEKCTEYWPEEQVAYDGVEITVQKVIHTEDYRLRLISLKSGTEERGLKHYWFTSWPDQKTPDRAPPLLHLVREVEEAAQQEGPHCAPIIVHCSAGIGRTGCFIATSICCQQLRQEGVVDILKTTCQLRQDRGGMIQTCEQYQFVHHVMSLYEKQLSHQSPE
#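 Material: STEP (striatal-enriched tyrosine phosphatase) enzyme, cell-free; Compound dosing: 20 µM single dose in 1% DMSO; Technique: fluorescence read at 480 nm ex / 540 nm em; Times: reaction 20 min, ambient temperature; Medium: 50 mM Bis-Tris pH 6.0 with 2.5 mM DTT and 0.005% Tween 20; Also added: OMFP at 25 µM.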
# Scp1 inh: Scp-1 (human) phosphatase inhibition; Q9GZU7; Recombinant Scp1, phosphopeptide, malachite green phosphate absorbance; inhibition, % at 20 µM; 340,000 tested, 0.88% active; AID 493091;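 active means inhibition above about 50% at 20 µM, limit read from the data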;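 further: plate controls were DMSO wells with enzyme for no effect and wells lacking enzyme for full effect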
# Target sequence (Q9GZU7 76-261 limits assumed): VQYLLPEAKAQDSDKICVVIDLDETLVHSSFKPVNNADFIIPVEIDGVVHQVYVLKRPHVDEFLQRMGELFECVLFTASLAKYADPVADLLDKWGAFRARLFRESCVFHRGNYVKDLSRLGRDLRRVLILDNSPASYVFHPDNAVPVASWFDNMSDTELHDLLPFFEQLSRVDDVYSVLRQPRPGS
#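 Test system – truncated SCP-1 phosphatase (76-261aa) · Reagent – Phosphorylated 17-residue peptide substrate · Incubation – 45 min room-temperature reaction, 5 min colour, 30 min stabiliser · Detection – colorimetric phosphate reagent with accelerator and stabiliser, absorbance at 630 nm · Measure – % inhibition at 20 µM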
# LMPTP block: LMPTP (human) inhibition | P24666 | recombinant LMPTP-A, OMFP fluorogenic substrate, fluorescence intensity | 360,000 tested, 0.22% active | AID 651560 | inhibition, % at 20 µM;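 active means compounds that cut the enzyme signal by at least half of the control window in the single-dose screen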;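 further: plate controls were DMSO wells with enzyme plus substrate for no effect and substrate without enzyme for full effect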
# Target sequence (P24666 whole entry, looked up): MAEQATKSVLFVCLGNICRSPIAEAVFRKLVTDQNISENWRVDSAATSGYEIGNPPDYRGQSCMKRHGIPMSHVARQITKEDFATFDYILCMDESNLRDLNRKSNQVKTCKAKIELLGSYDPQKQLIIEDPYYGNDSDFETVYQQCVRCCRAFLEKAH
#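 test system = LMPTP-A | amount = 0.625 nM LMPTP-A final | reagent = fluorogenic phosphatase substrate OMFP at 400 µM final | incubation = 50 min at room temperature | benchmarks = no-enzyme low control, uninhibited high control | medium = Bis-Tris pH 6.0, DTT, detergent | signal = fluorescence intensity of OMFP turnover product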
# CendR NRP1 mod: alters CendR peptide binding to human NRP-1; 360,000 tested, 0.85% active; inhibition, % at 25 µM; FAM-RPARPAR peptide binding to NRP-1, fluorescence polarization; AID 602438; O14786;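 active means inhibition or corrected inhibition above about 18%, plus a signal ratio from 0.5 to 1.5, limit read from the data, passing the limit was not always enough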; further: strong numbers were not always called active
# DNMT1 block: blocks human DNA methyltransferase DNMT1; AID 588458; inhibition (reported as % activation of signal), % at 10 µM; DNMT1 molecular beacon, Hinp1I cleavage, fluorescence; P26358; 360,000 tested, 0.83% active; in the data active means inhibition above about 50%
# NadD block: NadD (S. aureus) enzyme inhibition | inhibition, % at 20 µM | 360,000 tested, 0.78% active | purified NadD enzyme, colorimetric absorbance read-out; in the data active means inhibition above about 26%; further: some compounds past the cut are filed as inactive
# SUMO1-SIM PPI: alters human SUMO1 binding to SIM partners; P63165; SUMO1 binding to a labelled peptide, TR-FRET, 1 h; inhibition, % at 20 µM; 360,000 tested, 0.33% active; AID 602429; in the data active means inhibition above about 37%
# An asterisk follows results filed as active; i = inactive; . = not tested or not shown. This is a subset. The share of hits here may be higher or lower than overall.
SMILES,Neddyl block,TbMetRS inhib,SKN-1 inh,STEP inh,Scp1 inh,LMPTP block,CendR NRP1 mod,DNMT1 block,NadD block,SUMO1-SIM PPI
FC(F)(F)c1ccc2c(c1)NP(=S)(N1CCOCC1)c1nccn1-2 (configuration not stated),i,0.9,16,0,-2,0.0,14,0,2,-1
CCN1CCC(NCC2CCCCC2)CC1,i,0.4,5,-3,-9,-3.7,-4,-3,1,3
COc1ccc(-c2nn(CCC#N)cc2C(=O)Nc2ccc(C(C)=O)cc2)cc1,i,-0.6,8,-2,0,0.5,9,0,-8,-5
COc1ccc(CN2Cc3cc(-c4ccccc4)ccc3-n3nncc3C2)cc1,i,0.1,11,6,.,1.6,4,-1,0,4
Cc1nc2ccccc2c(=O)n1-c1c(Cl)cccc1Cl,i,0.0,6,0,.,-1.4,-11,1,-5,1
CC1(C)CN=C(Nc2ccccc2C(F)(F)F)S1,i,-0.2,4,2,-2,-3.5,6,3,-2,4
Cc1nc2cc(OC(=O)N(C)Cc3cccc(-c4ccncc4)c3)ccc2s1,i,-0.2,13,.,.,0.1,-7,.,-5,5
CCOC(=O)c1cc(C)n(CCc2cnc[nH]2)c1C,i,-1.1,-2,2,0,-7.1,11,1,-2,5
CCOC(=O)[C@]12Cc3cc(OC)ccc3[C@H]1N(CCC(=O)OC)C(=O)c1cc(OC)ccc12,i,-0.4,10,.,.,0.0,18,.,1,5
C[C@H]1CCC/C=C/[C@@H]2C[C@H](O)C[C@H]2[C@@H](O)/C=C/C(=O)O1,i,-0.4,13,-2,5,-0.7,-4,5,2,3
COc1ccc2c(c1O)[C@]13CCN(C)[C@H](C2)[C@@H]1CCC(=O)C3,i,-0.2,4,-1,-4,2.0,-2,-1,-5,-1
CCCCCn1c(N)c(C(=O)NCCN2CCOCC2)c2nc3ccccc3nc21,.,-1.5,34*,2,-2,1.0,-17,-23,-7,4
CC1(C)CC(=O)C(C=NCCN2CCN(C(=O)Cc3ccccc3)CC2)=C(O)C1,i,0.3,1,0,4,-2.1,1,4,2,14
O=C(NCc1ccccc1)c1cccn(Cc2cccc(Cl)c2)c1=O,i,-0.6,13,-1,-13,0.9,4,-2,-6,2
CN1C(=O)N(C)C(=O)C(CCc2ccccn2)(CCc2ccccn2)C1=O,i,0.5,-2,2,-10,-1.4,9,-2,8,-3
COC(=O)C1=C(c2ccc(-c3ccccc3)c(F)c2)C[C@@H]2CC[C@H]1N2C(=O)N1CCCCC1,i,-0.5,-7,2,-6,6.8,6,-6,2,-2
COc1cc(OC)c(OC)cc1CN1CCN(C(=O)Cc2ccccc2)CC1,i,-0.5,-3,2,-11,-1.9,-7,1,0,2
c1cc(CCN2CCCC2)ccn1,i,-0.8,-3,-4,8,1.8,-9,-2,-10,-1
O=CC(Cl)P(=O)(N1CCOCC1)N1CCOCC1 (configuration not stated),i,3.3,10,0,1,0.5,4,5,-3,1
COC(=O)C1=COC(C)C2CN3CCc4c([nH]c5cc(OC)ccc45)C3CC12 (configuration not stated),i,0.1,10,-2,.,4.2,144,23,2,-7
Cc1c(-c2cccc(Cl)c2)nc2ccccc2c1C(=O)N1CCC2(CC1)OCCO2,i,-0.7,-6,0,-2,0.0,10,-1,-6,-6
CCCCn1c(C)c(C(=O)OCC)c2c(CN3CCOCC3)c(O)ccc21,i,-0.4,-3,-1,-3,1.3,-17,-2,-4,3
O=c1[nH]c(=O)n(Cc2ccco2)c(O)c1C=NCc1cccs1,i,0.1,-2,1,1,-1.0,-12,15,-9,0
CCC(C)n1c(O)c(C=NC(C)c2ccccc2)c(=O)[nH]c1=S (configuration not stated),i,0.3,-7,1,0,-0.9,-5,2,-5,-1
COC(=O)C1=C(c2ccccc2OCc2ccccc2)C[C@@H]2CC[C@H]1N2C(=O)NCc1cccc(C(F)(F)F)c1,i,0.6,18,2,-14,5.1,-5,-6,-2,5

# Fetched by compound from the list above:
SMILES,Neddyl block,TbMetRS inhib,SKN-1 inh,STEP inh,Scp1 inh,LMPTP block,CendR NRP1 mod,DNMT1 block,NadD block,SUMO1-SIM PPI
CCN1CCC(NCC2CCCCC2)CC1,i,0.4,5,-3,-9,-3.7,-4,-3,1,3
COc1cc(OC)c(OC)cc1CN1CCN(C(=O)Cc2ccccc2)CC1,i,-0.5,-3,2,-11,-1.9,-7,1,0,2

# 11 consecutive entries already listed:
SMILES,Neddyl block,TbMetRS inhib,SKN-1 inh,STEP inh,Scp1 inh,LMPTP block,CendR NRP1 mod,DNMT1 block,NadD block,SUMO1-SIM PPI
FC(F)(F)c1ccc2c(c1)NP(=S)(N1CCOCC1)c1nccn1-2 (configuration not stated),i,0.9,16,0,-2,0.0,14,0,2,-1
CCN1CCC(NCC2CCCCC2)CC1,i,0.4,5,-3,-9,-3.7,-4,-3,1,3
COc1ccc(-c2nn(CCC#N)cc2C(=O)Nc2ccc(C(C)=O)cc2)cc1,i,-0.6,8,-2,0,0.5,9,0,-8,-5
COc1ccc(CN2Cc3cc(-c4ccccc4)ccc3-n3nncc3C2)cc1,i,0.1,11,6,.,1.6,4,-1,0,4
Cc1nc2ccccc2c(=O)n1-c1c(Cl)cccc1Cl,i,0.0,6,0,.,-1.4,-11,1,-5,1
CC1(C)CN=C(Nc2ccccc2C(F)(F)F)S1,i,-0.2,4,2,-2,-3.5,6,3,-2,4
Cc1nc2cc(OC(=O)N(C)Cc3cccc(-c4ccncc4)c3)ccc2s1,i,-0.2,13,.,.,0.1,-7,.,-5,5
CCOC(=O)c1cc(C)n(CCc2cnc[nH]2)c1C,i,-1.1,-2,2,0,-7.1,11,1,-2,5
CCOC(=O)[C@]12Cc3cc(OC)ccc3[C@H]1N(CCC(=O)OC)C(=O)c1cc(OC)ccc12,i,-0.4,10,.,.,0.0,18,.,1,5
C[C@H]1CCC/C=C/[C@@H]2C[C@H](O)C[C@H]2[C@@H](O)/C=C/C(=O)O1,i,-0.4,13,-2,5,-0.7,-4,5,2,3
COc1ccc2c(c1O)[C@]13CCN(C)[C@H](C2)[C@@H]1CCC(=O)C3,i,-0.2,4,-1,-4,2.0,-2,-1,-5,-1

# New compounds follow
SMILES,Neddyl block,TbMetRS inhib,SKN-1 inh,STEP inh,Scp1 inh,LMPTP block,CendR NRP1 mod,DNMT1 block,NadD block,SUMO1-SIM PPI
C[C@H](CO)N1C[C@H](C)[C@H](CN(C)C(=O)Oc2ccccc2)OCc2cnnn2CCCC1=O,i,-1.3,3,-3,.,-0.9,-12,1,8,-2
CCC1(OC(=O)CN)C(=O)OCc2c1cc1n(c2=O)Cc2cc3ccccc3nc2-1 (configuration not stated),i,0.0,11,0,-9,0.1,9,1,-4,-24
CC(C)Cc1[nH]c(=O)c(C#N)c2c1CCC2,i,-1.4,-13,0,87*,0.5,-8,-1,1,0
CC12CCC3C(CCC4(O)CC(O)CCC34C=NO)C1(O)CCC2C1=COC(=O)C1 (configuration not stated),i,-0.3,6,0,-2,-1.3,4,1,0,1
COC(=O)C1=Nc2ccccc2/C1=C\c1c(O)n(-c2ccc(Br)cc2)c(=O)[nH]c1=O,i,-0.1,11,-3,-5,0.4,-48,5,21,-2
CCN1c2nc3ccccn3c(=O)c2CC2(C(=O)N(C)C(=O)N(C)C2=O)C1C (configuration not stated),i,-0.1,-6,-2,-7,-0.9,-12,2,1,-3
CCCCCn1c(=O)c(C(=O)Nc2ncccc2C)c(O)c2ccccc21,i,-0.2,5,3,0,2.3,2,-14,19,9
Cc1ccc(C)c(-n2c(C)nc3ccccc3c2=O)c1,i,-0.3,4,-2,-11,0.0,-1,-2,1,-6
COC(=O)C1=C(c2ccc(F)cc2F)C[C@@H]2CC[C@H]1N2C(=O)NCC1CC1,i,-0.5,-6,-1,-2,2.3,6,2,-5,-3
O=S1(=O)CCN(CCc2c[nH]c3ccccc23)CC1,i,-0.1,-3,-2,0,0.0,-2,-3,-5,0
CCOc1cccc(N2C(=O)/C(=C/c3ccco3)C(=O)NC2=S)c1,i,-1.1,8,56*,74*,34,-57,98*,9,56*
COC(=O)C1=C(c2cccc(OC)c2OC)C[C@@H]2CC[C@H]1N2C(=O)NCc1ccc(F)cc1,i,-0.1,11,0,-8,0.8,27*,-2,-3,1
CN1CCN(Cc2cc3c(cc2[N+](=O)[O-])OCO3)CC1,i,0.6,-17,1,0,-2.1,8,-5,3,0
COc1cccc(N2C(=O)NC(=O)/C(=C\c3ccc([N+](=O)[O-])s3)C2=O)c1,i,-0.4,12,4,17,8.9,-6,20,9,38*
Cc1cccc(N2C(=O)NC(=O)C3(Cc4cc(C)ccc4N(C)C3)C2=O)c1 (configuration not stated),i,-0.2,-5,-1,-7,-0.2,-11,-5,-2,2
CCCCn1c(O)c(C=NCCCN(CC)CC)c(=O)[nH]c1=O,i,-0.7,1,-2,6,-8.0,3,3,14,2
CC(=O)O[C@H]1C[C@@H]2OC3C=C(C)CCC3(C)[C@@]1(C)[C@@]21CO1 (some centres not stated),i,-0.5,-17,2,2,0.1,2,2,0,0
N=Cc1c(O)n(-c2cccc(Cl)c2)c(=O)[nH]c1=O,i,0.7,5,1,-20,-2.0,-8,0,3,-1
CN(C)C(=O)Oc1ccc(C(=O)c2ccccc2)cc1,i,-0.3,1,-2,5,-0.7,5,3,-6,-2
Cc1cc(OCC(=O)NCC(O)c2ccccc2)c2c3c(c(=O)oc2c1)CCC3 (configuration not stated),.,-0.3,12,0,-3,-1.5,9,11,-2,1
C[Se]C[C@@H](N)C(=O)O,i,-0.6,-9,-1,68*,-0.2,1,7,-3,0
Cc1cc(/C=C2\C(=O)NC(=O)N(c3ccc(Cl)cc3)C2=O)c(C)n1-c1sc2c(c1C#N)CCCC2,i,0.5,23,5,-2,2.3,-145,79*,47*,49*
